Compound activity deposited in PubChem BioAssay by several laboratories.
WT yeast gro inh – growth inhibition of WT yeast, mitochondrial fusion screen; AID 1362; mitochondrial fusion phenotypic screen, WT strain; inhibition, % at 10 µM; 190,000 compounds, 2.1% hits; in the data active = inhibition above about 58%; tested in S. cerevisiae
M1AAP inhibition – P. falciparum M1AAP inhibitors, biochemical, fluorogenic H-Leu-NHMec substrate, 1536-well (AID 1445). recombinant M1AAP, H-Leu-NHMec fluorogenic kinetic assay; higher % means a stronger effect. inhibition, % at 30 µM, or IC50 in µM where a hit was titrated. 220,000 compounds, 0.42% hits;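 active = primary inhibition above the hit cutoff, then over 50% inhibition at one or more dose response concentrations, cut at about 23% in these data, passing the limit was not always enough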;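 note: plate controls were DMSO full reaction for no effect and no enzyme background for full effect; strong numbers were not always called active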
human PMI inhibition – inhibitors of human PMI, primary screen, biochemical, fluorescence intensity, coupled assay (AID 1209); purified PMI enzyme, coupled fluorescence intensity; higher % means a stronger effect; inhibition, % at 20 µM; hits with a dose series show IC50 in µM; 190,000 compounds, 0.42% hits;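 note: plate controls were DMSO vehicle for no effect and wells lacking substrate for full effect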
TNAP activators – human TNAP enzyme activators, primary screen, biochemical, luminescent, no phosphate acceptor, uHTS (AID 1001). purified TNAP, luminescent activation assay, no phosphate acceptor; higher activation fold means a stronger effect. activation fold at 20 µM; hits with a dose series show EC50 in µM. 200,000 compounds, 0.03% hits; in the data active = activation fold from about 3, or a potency from the dose series; inactive = the rest, 99 in 100 with activation fold below about 1.6; note: many of its hits are not listed in these tables
human PMI inhibitors – human PMI inhibitors, high substrate, primary screen, biochemical, fluorescence intensity, high mannose 6-phosphate (AID 1220). recombinant PMI enzyme, coupled fluorescence intensity; higher % means a stronger effect. inhibition, % at 20 µM; hits with a dose series show IC50 in µM. 190,000 compounds, 0.66% hits
LYP inhibition – PTPN22 lymphoid phosphatase activity blockers – biochemical, fluorescence intensity, uHTS (AID 1779). recombinant LYP phosphatase, fluorescence intensity; higher % means a stronger effect. inhibition, % at 11.5 µM; hits with a dose series show IC50 in µM. 290,000 compounds, 0.054% hits;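 note: plate controls were vehicle with enzyme for no effect and no enzyme for full effect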
Yfh1-off respiration – mitochondrial function rescue without frataxin homolog – Friedreich's ataxia, plus single-dose screen, dose response (AID 1465). S. cerevisiae Yfh1-off respiration, WST-1 reduction, 72 h; higher fold induction means a stronger effect. fold induction at 50 µM; hits with a dose series show EC50 in µM. 220,000 compounds, 0.074% hits;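 active = fold induction of absorbance versus untreated yeast above a set limit, then at least 30% activation at any dose in follow-up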;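 note: activators that raise dye reduction in frataxin-depleted yeast; strong numbers were not always called active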
XIAP antagonists – XIAP antagonists, biochemical, IAP family, fluorescence polarization (AID 1018); XIAP BIR domain, fluorescence polarization peptide displacement; higher % means a stronger effect; displacement, % at 20 µM, or IC50 in µM where a hit was titrated; 200,000 compounds, 0.007% hits; in the data active = displacement above about 50%; note: a part of the inactive calls stands beside numbers as strong as those of hits
M17LAP inhibition – P. falciparum M17LAP inhibitors, primary screen, biochemical, fluorogenic H-Leu-NHMec substrate, 1536-well (AID 1619); recombinant M17LAP, H-Leu-NHMec fluorogenic kinetic assay; higher % means a stronger effect; inhibition, % at 30 µM, or IC50 in µM where a hit was titrated; 220,000 compounds, 0.38% hits;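 active = compound inhibiting the enzyme by more than half at any dose during confirmatory dose-response retesting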;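 note: plate controls were full reaction with DMSO carrier for no effect and no enzyme background for full effect; strong numbers were not always called active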
WT yeast gro inh mutant strain – further read-out of WT yeast gro inh, marked with its call; inhibition, %; mitochondrial fusion phenotypic screen, mutant strain inhibition
An asterisk follows results filed as active; i = inactive; · = no result given. Cut-off read from the data, not from the text of the source, unless noted: active = inhibition above about 50%; inactive = the rest.

SMILES	WT yeast gro inh	WT yeast gro inh mutant strain	M1AAP inhibition	human PMI inhibition	TNAP activators	human PMI inhibitors	LYP inhibition	Yfh1-off respiration	XIAP antagonists	M17LAP inhibition
COc1ccc(-c2nnc(NC(=O)c3ccc(S(=O)(=O)N4CCc5ccccc5C4)cc3)o2)cc1	-10	-7	-3%	1%	1.1	5%	-5%	·	1.4%	5%
CCOC(=O)C1CCCN(C(=O)Nc2cccc(Cl)c2)C1 (stereo not given)	14	18	4%	5%	1.1	3%	-4%	i	-1.1%	19%
COc1ccc(C2C(C#N)=C(N)OC3=C2C(=O)CC(C)(C)C3)cc1Cn1nc(C)c([N+](=O)[O-])c1C (stereo not given)	10	1	-2%	15%	1	9%	-2%	i	-7.7%	13%
O=C1CC(C2CCCO2)C(=O)N1c1ccccc1 (stereo not given)	-6	1	10%	4%	1	1%	-2%	i	-4.6%	4%
Cc1cc(C)cc(NC(=S)N2CCN(CCO)CC2)c1	-8	-1	6%	-6%	1	-2%	-5%	i	-1.7%	0%
CCOC(=O)c1c(C)n(C)c2ccc(O)c(CN3CCN(C)CC3)c12	-9	-5	7%	23%	1.1	54%*	-3%	i	-5.6%	5%
CN(C)/C=C/c1c(C#N)c(=O)ncn1Cc1ccccc1	-6	-2	-1%	13%	1.1	11%	0%	i	-0.5%	-1%
CC(=O)/C=C/n1c(=S)oc2ccccc21	5	13	12%	2%	1.2	26%	-6%	i	-3.3%	14%
COC(=O)C1=C(C)Nc2c(c(=O)n(C)c(=O)n2C)C1c1cccs1 (stereo not given)	-8	7	10%	-1%	1	-8%	-8%	i	-6.3%	13%
Cc1ccc(SCCC(=O)OCn2nnc3ccccc3c2=O)cc1	-9	4	6%	1%	1.1	6%	1%	i	6.8%	13%
Cc1c(NC(=O)c2c(F)c(F)c(F)c(F)c2F)c(=O)n(-c2ccccc2)n1C	-15	-16	4%	0%	1.1	-1%	6%	i	-1.6%	0%
COc1cc(/C=N/NC(N)=S)ccc1OCc1ccc(C)cc1	14	11	13%	3%	1	-1%	8%	i	-18%	7%
COC(=O)Cc1cc(=O)n2[nH]c(C(F)(F)F)nc2n1	-1	-19	1%	-2%	1	2%	-8%	i	-4.0%	1%
COc1ccccc1C1=NC(c2ccc(C)cc2)N=C1C (stereo not given)	32	36	15%	5%	1.2	12%	-2%	i	-3.4%	11%
CCN(CC(=O)Nc1ccc(OC)cc1)C(=O)c1ccc([N+](=O)[O-])cc1	3	1	9%	-9%	1.2	-5%	-4%	i	-4.3%	6%
Cc1cccc(C(=O)NC2CCN(C(=O)N3CCOCC3)CC2)c1	-7	-11	-7%	5%	1.1	-7%	-7%	i	-3.0%	8%
COc1ccccc1Nc1nc(-c2sc(NC(=O)c3ccco3)nc2C)cs1	-3	-5	-4%	2%	1	21%	-5%	i	-3.9%	36%
CC(=O)N(c1ccccc1)C(C)c1nc(C#N)c(C#N)nc1C (stereo not given)	-9	14	2%	8%	1.1	3%	-5%	i	-7.8%	7%
Cc1ccccc1/C=C/c1nc2ccccc2c(=O)n1Cc1ccccc1	13	1	0%	19%	1	15%	3%	i	-6.0%	7%
CC(C)N1C2OC(C3OC4C(O3)N(C(C)C)S(=O)(=O)N4C(C)C)OC2N(C(C)C)S1(=O)=O (stereo not given)	63*	40*	2%	0%	1	0%	-1%	i	-4.9%	-7%
Cc1cccc(C(=O)NNC(=O)/C=C/C(=O)O)c1	-4	-11	2%	-18%	1.1	-19%	-10%	i	-6.5%	27%
CCN(CC)c1ccc2cc(C(=O)NNC(=O)c3ccc(S(=O)(=O)N4CCCCC4)cc3)c(=O)oc2c1	1	8	-1%	14%	1.3	9%	-7%	i	-4.8%	4%
CC(=O)Nc1cccc(NC(=O)Nc2ccc(C)c(Cl)c2)c1	5	-3	-2%	5%	1.1	6%	1%	i	-2.9%	-6%
Cc1ccc(N2C(=O)CSCC2=O)cc1	-6	-11	3%	8%	1.1	5%	0%	i	-6.6%	-1%
CC(=O)Nc1cn(-c2ccccc2)nc1-c1ccccc1	-8	-1	-1%	1%	1	4%	-3%	i	0.0%	-3%
(more compounds)
SMILES	WT yeast gro inh	WT yeast gro inh mutant strain	M1AAP inhibition	human PMI inhibition	TNAP activators	human PMI inhibitors	LYP inhibition	Yfh1-off respiration	XIAP antagonists	M17LAP inhibition
CC1CCCCC1NC(=O)COC(=O)c1ccccn1 (stereo not given)	-2	1	-3%	2%	1.1	5%	-9%	i	-0.8%	-10%
CCN1CCN(c2ccc(NC(=O)c3cccc4ncccc34)cc2)CC1	-4	12	3%	11%	1	8%	-5%	i	-0.9%	3%
CCc1ccccc1NC(=S)N(CCCN1CCOCC1)Cc1cccs1	1	-2	8%	1%	1.1	4%	-5%	i	-3.8%	15%
Cc1cc(C)nc(SCc2ccc(C(=O)N/N=C/c3ccncc3)cc2)n1	10	4	11%	-5%	1	1%	-6%	i	-2.1%	4%
CS(=O)(=O)N(CC(=O)NCCC1=CCCCC1)C1CCCCC1	·	·	1%	3%	1.1	4%	-11%	i	-1.9%	0%
CCCSc1nsc(N)n1	-3	-55	6%	4%	1.1	-3%	-7%	i	-0.6%	-10%
CC(=O)Nc1ccc(OCC(=O)N(CC(C)C)C2CCS(=O)(=O)C2)cc1 (stereo not given)	-10	-22	3%	-25%	1.1	-14%	1%	i	-6.5%	11%
COc1cc(/C=C2\SC(=O)N(CCN)C2=O)ccc1OS(=O)(=O)c1cc(C)ccc1C	59	60	3%	-10%	1	-14%	-26%	i	-7.2%	5%
COCCn1cnc2c1c(=O)n(CC(=O)Nc1cc(C)on1)c(=O)n2Cc1ccccc1	-7	22	2%	9%	1	11%	-2%	i	-4.0%	6%
COc1cc(OC)cc(C(=O)NCC(=O)OCc2cc(=O)oc3cc(OC)ccc23)c1	·	·	10%	·	·	·	-2%	i	·	-3%
CCCc1ccc(OCCNC(C)=O)cc1	6	-13	17%	·	·	·	·	i	·	-6%
Cc1ccc(C)c(-n2cc(CNC(C)Cn3cncn3)c(-c3ccccc3)n2)c1 (stereo not given)	·	·	1%	·	·	·	-9%	i	·	-11%
O=C(CCCNC(=O)/C(=C/c1ccc(F)cc1)NC(=O)c1ccccc1)OCc1ccccc1	4	0	-1%	2%	1.1	-10%	4%	i	-0.8%	8%
CCCCNC(=O)C1CCCN1C(=O)Nc1cccc(OC)c1 (stereo not given)	-3	1	2%	-8%	1.1	-12%	-4%	i	-4.5%	4%
COc1ccc(C)cc1-n1nnnc1SCc1cc(=O)n2cc(C)ccc2n1	8	22	2%	-4%	1	0%	-4%	i	-6.6%	-3%
CN(Cc1cccs1)C(=O)Cc1csc(-c2ccccc2)n1	23	13	3%	8%	1.1	14%	-5%	i	-6.6%	12%
CC(C)(C)NC(=O)CSc1nc(O)cc(=O)[nH]1	-9	-14	2%	26%	1.1	13%	-7%	i	-7.2%	12%
COC(=O)c1cc(OC)c(OC)cc1NC(=S)N1CCN(C/C=C/c2ccccc2)CC1	17	10	11%	0%	1.1	16%	-9%	i	-11%	-8%
Cc1ccc(C(=O)NCC(=O)OCC(=O)Nc2cccc(S(=O)(=O)N3CCCC3)c2)cc1C	·	·	10%	·	·	·	2%	i	·	-4%
CC(C)CC(C)NC(=O)c1ccc(C(F)(F)F)cc1 (stereo not given)	·	·	-3%	·	·	·	-7%	i	·	-2%
CCN(CC)S(=O)(=O)c1ccc(N2CCOCC2)c(NC(=O)Cc2ccc(Cl)cc2)c1	14	8	0%	1%	1.1	2%	0%	i	-1.9%	2%
CC(C)Oc1ccc(C2NC(=O)NC2=O)cc1 (stereo not given)	4	6	7%	-4%	1.1	-5%	-11%	i	0.8%	-4%
CCn1c(C)c(C2=CCN(S(=O)(=O)c3ccccc3)CC2)c2ccccc21	-5	-7	5%	-4%	1.1	4%	1%	i	-10%	12%
CCOC(=O)C1(CC2CC2)CCN(C(=O)c2cc(C3CC3)nc3ccccc23)CC1	21	22	-10%	14%	1.1	8%	4%	i	-7.2%	-3%
O=C1OC(Nc2ccc(Br)cc2F)c2ccccc21 (stereo not given)	-14	7	9%	-13%	0.9	-12%	-2%	i	-4.3%	7%
Further compounds.
SMILES	WT yeast gro inh	WT yeast gro inh mutant strain	M1AAP inhibition	human PMI inhibition	TNAP activators	human PMI inhibitors	LYP inhibition	Yfh1-off respiration	XIAP antagonists	M17LAP inhibition
CCCCNC(=S)NNC(=O)C12CC3CC(CC(C3)C1)C2	10	14	1%	1%	1.1	-1%	-7%	i	1.0%	5%
CCC1CCCCN1CCNC(=O)C1CCN(S(=O)(=O)c2c(C)noc2C)CC1 (stereo not given)	2	18	-2%	7%	1.1	2%	-4%	i	-2.5%	-2%
COc1ccc(N2CCN(Cc3nc4c(c(=O)[nH]c(=O)n4C)n3Cc3cccc(Cl)c3)CC2)cc1	9	1	6%	·	·	·	-4%	i	·	-9%
Cc1cc(C)c(/C=C(\C#N)S(=O)(=O)c2ccccc2)[nH]1	·	·	-6%	·	·	·	-9%	i	·	-8%
O=C(CSc1nc2cc(Cl)ccc2s1)NCc1ccc2c(c1)OCO2	-6	-11	6%	18%	1.1	3%	-4%	i	-2.8%	-6%
Nc1c(C(=O)c2ccccc2)sc2nsc(SCCN3CCCC3)c12	·	·	7%	·	·	·	-3%	i	·	4%
C/C(=N\NC(=S)Nc1cc(S(=O)(=O)N2CCOCC2)ccc1Cl)c1ccccc1F	9	-9	12%	7%	1.1	9%	-4%	i	-0.9%	10%
CN(Cc1cccs1)C(=O)CSc1nc2ccccc2[nH]1	-4	0	6%	-8%	1.3	-10%	-3%	i	-5.3%	13%
COc1cccc(N2CCN(c3ncnc4c3[nH]c3ccccc34)CC2C)c1 (stereo not given)	65*	31*	7%	16%	1.3	24%	3%	i	-1.5%	1%
Cc1ccc(-c2csc3ncnc(Nc4ccc(N5CCOCC5)cc4)c23)cc1	64*	12*	5%	-10%	0.9	-6%	5%	i	-6.3%	-6%
O=[N+]([O-])c1cc(CN2CCCC2)c2cccnc2c1O	-9	-15	-8%	5%	0.9	44%	-3%	i	-2.3%	41%
CCN1/C(=C/C=C/c2oc3ccc4ccccc4c3[n+]2CC)Oc2ccc3ccccc3c21	76	78	9%	12%	·	6%	-29%	i	68%	7%
Cn1c(SCC(=O)N2CCN(S(=O)(=O)c3ccc(Cl)cc3)CC2)nc2ccccc21	9	2	-10%	3%	1.1	-2%	-10%	i	-7.1%	-2%
CCn1cc(C(=O)NCc2ccc3c(c2)OCO3)c(=O)c2ccc(C)nc21	·	·	·	13%	1.1	12%	-7%	·	-2.4%	·

An excerpt from the list above, as a working copy:
SMILES	WT yeast gro inh	WT yeast gro inh mutant strain	M1AAP inhibition	human PMI inhibition	TNAP activators	human PMI inhibitors	LYP inhibition	Yfh1-off respiration	XIAP antagonists	M17LAP inhibition
CCCCNC(=S)NNC(=O)C12CC3CC(CC(C3)C1)C2	10	14	1%	1%	1.1	-1%	-7%	i	1.0%	5%
CCC1CCCCN1CCNC(=O)C1CCN(S(=O)(=O)c2c(C)noc2C)CC1 (stereo not given)	2	18	-2%	7%	1.1	2%	-4%	i	-2.5%	-2%
COc1ccc(N2CCN(Cc3nc4c(c(=O)[nH]c(=O)n4C)n3Cc3cccc(Cl)c3)CC2)cc1	9	1	6%	·	·	·	-4%	i	·	-9%
Cc1cc(C)c(/C=C(\C#N)S(=O)(=O)c2ccccc2)[nH]1	·	·	-6%	·	·	·	-9%	i	·	-8%
